Assay outcomes: PubChem BioAssay, National Center for Advancing Translational Sciences (NCATS)
ATXN2 expr inh = Primary qHTS for Inhibitors of ATXN expression. HEK-293 ATXN2-luciferase reporter, luminescence, 24 h. Potency, µM (series often up to 57 µM), for the others: top-dose activity change, negative = inhibition, usual class: inhibitors. AID 1745845, 2022. 360,000 compounds, 0.72% hits; also: % is scaled to controls: 0 for no effect and ±100 for the full control effect; nearly all actives have a fitted effect of over 55% in size
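qHTS (up to 57 uM final) was run with 24 h compound exposure of reporter cells at 37 °C. Each well was multiplexed: SteadyGlo luminescence measured ATXN2-luciferase expression after a fluorogenic Gly-Phe-AFC viability readout (25 uM final).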
Nrf2 inh = Nrf2 qHTS screen for inhibitors; A549 ARE-Fluc reporter, luciferase luminescence, 18-24 h; Potency, µM (titrated, usually from 46 µM), for inactives: at the top dose activity change, negative = inhibition, hits mostly inhibitors; 360,000 compounds, 2.1% hits; AID 504444, 2011; also: % is scaled to controls: 0 for no effect and ±100 for the full control effect; nearly all actives have a fitted effect of over 60% in size
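Reporter: ARE-Fluc in A549. Exposure: 18-24 h, 37 °C, 5% CO2, 5% FBS OPTI-MEM. Readouts: fluorescent cytotoxicity (CellTiter-Fluor), then luminescent Nrf2 signal after BugLite.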
S2 tox = Viability Counterscreen for Primary qHTS for Inhibitors of ATXN expression. S2 cells (HEK-293 line with an ATXN2-luciferase reporter) viability, CellTiter-Fluor protease fluorescence, 24 h. 400,000 compounds, 0.49% hits. Potency, µM (titrated, usually from 56.7 µM), usual class: cytotoxic; also: nearly all actives have a fitted effect of over 40% in size
EPAC2 antagonist = qHTS for Antagonist of cAMP-regulated guanine nucleotide exchange factor 2 (EPAC2): primary screen | Rap guanine nucleotide exchange factor 4 (Homo sapiens), Q8WZA2 | EPAC2 GEF exchange of Rap1B-BODIPY-GDP, fluorescence | Potency, µM (doses to about 114 µM), for inactives: at the top dose activity, negative = inhibition, usual class: inhibitors | 360,000 compounds, 0.18% hits | AID 720708, 2013; also: % is scaled to controls: 0 for no effect and ±100 for the full control effect; nearly all actives have a fitted effect of over 45% in size; many of its hits are not listed in these tables
Target sequence (Q8WZA2 whole entry, looked up): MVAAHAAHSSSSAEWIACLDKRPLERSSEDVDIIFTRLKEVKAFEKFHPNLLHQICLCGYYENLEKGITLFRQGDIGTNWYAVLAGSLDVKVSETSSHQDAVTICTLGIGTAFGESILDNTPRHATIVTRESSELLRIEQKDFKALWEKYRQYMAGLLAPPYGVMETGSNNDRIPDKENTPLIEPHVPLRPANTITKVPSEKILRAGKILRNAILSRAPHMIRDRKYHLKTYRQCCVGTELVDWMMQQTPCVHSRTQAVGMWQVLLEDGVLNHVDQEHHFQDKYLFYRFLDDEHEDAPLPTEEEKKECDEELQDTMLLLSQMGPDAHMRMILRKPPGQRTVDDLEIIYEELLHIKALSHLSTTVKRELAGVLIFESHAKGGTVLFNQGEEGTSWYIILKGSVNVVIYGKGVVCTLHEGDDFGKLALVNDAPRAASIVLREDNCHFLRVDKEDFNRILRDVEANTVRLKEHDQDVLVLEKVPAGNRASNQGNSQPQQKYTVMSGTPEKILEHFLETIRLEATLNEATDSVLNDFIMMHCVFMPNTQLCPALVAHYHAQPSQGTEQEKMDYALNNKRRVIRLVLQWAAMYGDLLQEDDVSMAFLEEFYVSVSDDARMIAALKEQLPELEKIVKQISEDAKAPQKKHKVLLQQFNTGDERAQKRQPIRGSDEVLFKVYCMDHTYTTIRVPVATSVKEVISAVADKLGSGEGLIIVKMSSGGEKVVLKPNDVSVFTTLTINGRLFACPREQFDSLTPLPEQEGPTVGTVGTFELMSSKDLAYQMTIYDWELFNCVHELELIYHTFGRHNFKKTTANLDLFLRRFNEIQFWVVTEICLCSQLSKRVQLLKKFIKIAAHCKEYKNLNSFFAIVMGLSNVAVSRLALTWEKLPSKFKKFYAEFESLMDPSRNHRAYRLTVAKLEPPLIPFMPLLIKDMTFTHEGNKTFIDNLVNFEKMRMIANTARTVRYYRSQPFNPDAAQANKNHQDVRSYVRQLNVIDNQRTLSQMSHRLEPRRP
MCF10A rereplic = A quantitative high throughput screen for small molecules that induce DNA re-replication in MCF 10a normal breast cells; 350,000 compounds, 2.9% hits; Potency, µM (highest dose often 46.1 µM), without a hit: top-dose activity, positive = re-replication, usual class: activators; MCF 10A DNA re-replication, Hoechst nuclear intensity, 48 h; also: % of control where 0% means no effect; nearly all actives have a fitted effect of over 50% in size
TGFb SMAD3 inh = qHTS for Inhibitors of TGF-b. HepG2 CAGA-GFP TGF-b/SMAD3 reporter, GFP fluorescence, 18 h; TGF-beta stimulated, 500 pg/mL final. Potency, µM (series often up to 46.1 µM), for inactives: at the top dose activity, negative = inhibition, usual class: inhibitors. 410,000 compounds, 1.2% hits. AID 588855, 2011; also: % is scaled to controls: 0 for no effect and ±100 for the full control effect; nearly all actives have a fitted effect of over 65% in size
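First, reporter cells (HEPG2 CAGA-GFP) rested 2 h at 37 degrees C. Next, compounds were pinned in and TGF-beta added to 500 pg/mL final. After 18 h, GFP was imaged per cell and summed per well.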
A549 viability = Nrf2 qHTS screen for inhibitors: counterscreen for cytotoxicity | 390,000 compounds, 0.16% hits | Potency, µM (titrated, usually from 46 µM), for the others: top-dose activity change, negative = cytotoxicity, actives largely listed as inhibitors | A549 ARE-Fluc cells, CellTiter-Fluor viability, 18-24 h; also: % is scaled to controls: 0 for no effect and ±100 for the full control effect
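A549 ARE_Fluc cells in 5% FBS OPTI-MEM were exposed to compounds in concentration-response for 18-24 h at 37 deg C. Viability was read by CellTiter-Fluor fluorescence (Ex 405/Em 525) after 30 min, before the luciferase read.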
HepG2 viability = qHTS for Inhibitors of TGF-b: Cytotox Counterscreen; HepG2 CAGA-GFP viability, ATP luminescence, 18 h; Potency, µM (titrated, usually from 46.1 µM), for inactives: at the top dose activity change, negative = cytotoxicity, hits mostly cytotoxic; 410,000 compounds, 0.76% hits; AID 588856, 2011; also: some results filed as inactive show a strong effect at the top dose
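CellTiter-Glo luminescence gave cytotoxicity after 18 hours at 37 degrees C. The cells were HepG2 CAGA-GFP in 1% FBS DMEM, stimulated with 500 pg/mL TGF-beta after compound addition. %Activity was normalised to no-cell wells (complete cell-killing) and DMSO (no toxicity), and curves were fitted and classified.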
Nrf2 ARE act = qHTS of Nrf2 Activators; 410,000 compounds, 0.31% hits; AID 624171, 2012; Potency, µM (titrated, usually from 46.1 µM), for inactives: top-dose activation, most hits filed as activators; AREc32 ARE-luciferase reporter (MCF7-derived line), luminescence, 24 h; also: % of control where 0% means no effect; nearly all actives have a fitted effect of over 65% in size
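ARE activation measured as luciferase luminescence (Steady-Glo, 30 min RT) in AREc32_Fluc cells after 24 hr compound exposure at 37 deg C, 5% CO2; cells seeded overnight at 1000/well in OPTI-MEM, 5% FBS.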
Active calls of the source: *; i = inactive; ? = inconclusive; nt = no result given. Calls follow the shape of the dose curve; as a rule, active = well fitted curve in the direction sought with a large enough effect; inconclusive = small, poorly fitted or top-dose-only effect, or another doubt; inactive = no such curve, though single readings can be large; an effect the other way counts as inactive or inconclusive. Potency is read from the fitted curve at half-maximal effect.

Order of values: HepG2 viability	S2 tox	TGFb SMAD3 inh	EPAC2 antagonist	ATXN2 expr inh	Nrf2 ARE act	Nrf2 inh	A549 viability	MCF10A rereplic
- CN(C)C(=O)Cn1cnc2c(cnn2-c2ccc(F)cc2)c1=O
→ -27%	i	-11%	-12%	-26%	-0.1%	-10%	-3%	12%
- CCN(CC)CCn1c(=N)n(CC(=O)c2ccc(Br)s2)c2ccccc21
→ -149%	nt	?	5%	?	11%	0%	?	-12%
- C[C@H]1CN([C@@H](C)CO)C(=O)CCCn2nncc2CO[C@@H]1CN(C)C(=O)Nc1cccc2ccccc12
→ -26%	?	-14%	-4%	0%	0.3%	nt	nt	nt
- COc1ccc([C@@H]2[C@@H]3C(=O)N(C(C)(C)C)C(=O)[C@@H]3[C@]3(CC(C)C)C(=O)N(c4ccccc4)C(=O)N23)cc1
→ 11%	i	16%	-6%	27%	3.2%	17%	-4%	-3%
- CC1Cc2cc(/C(O)=C3/C(=O)C(=O)N(CCCn4ccnc4)C3c3ccc([N+](=O)[O-])cc3)ccc2O1 (centres undefined)
→ 7%	?	5%	1%	-17%	1.8%	4%	-2%	0%
- Cc1cnc(NC(=O)Cc2ccccc2Cl)s1
→ -19%	i	-14%	4%	18%	3.3%	?	10%	116%
- O=C(COC(=O)c1ccc2c(c1)C(=O)N(Cc1ccncc1)C2=O)Nc1cccc2ccccc12
→ 5%	i	1%	-6%	4%	-0.6%	3%	3%	?
- CC(NC(=O)c1cccnc1)C(c1cccs1)N1CCN(c2ccccc2F)CC1 (centres undefined)
→ 10%	i	-5%	-10%	-20%	-0.7%	7%	3%	-2%
- Cc1cc(F)ccc1NC(=O)c1ccc2nc(Cc3ccccc3)oc2c1
→ -32%	?	-10%	nt	?	0.7%	nt	-1%	nt
- CC1(C)CC(=O)C(C=Nc2ccc(O)c(N=CC3=C(O)CC(C)(C)CC3=O)c2)=C(O)C1
→ 0%	i	4%	15%	0%	7.1%	?	?	-2%
- O=C(Nc1cccc2cccnc12)c1ccccc1[N+](=O)[O-]
→ 1%	i	18%	nt	12%	0.5%	22%	?	nt
- O=C(CN1C(=O)c2ccc([N+](=O)[O-])cc2C1=O)Nc1cc(S(=O)(=O)N2CCOCC2)ccc1Cl
→ 4%	i	2%	-9%	5%	-0.4%	4%	6%	-5%
- OCCN1CCN(CC(O)COc2ccc(-c3ccccc3)cc2)CC1 (centres undefined)
→ -24%	i	0%	-2%	19%	0.1%	?	2%	?
- O=C(CN1C(=O)COc2ccc(Cl)cc21)NC1CC1
→ -20%	i	-17%	4%	-12%	-0.4%	-16%	0%	-2%
- O=C(Nc1ccccc1Cl)c1ccccc1CC(O)(c1ccccc1)c1ccccc1
→ -10%	i	-5%	0%	nt	-1.5%	nt	nt	nt
- COc1ccc(N2CC(C(=O)Nc3nc4ccc(S(C)(=O)=O)cc4s3)CC2=O)cc1 (centres undefined)
→ -31%	i	-16%	1%	-4%	0.1%	-1%	2%	?
- CCCOc1ccc(F)cc1-c1cc(C(=O)NCCOC)[nH]n1
→ -2%	i	-12%	13%	4%	4.8%	nt	nt	nt
- Cc1ccc(C(=O)Nc2nc(-c3nnn(-c4cccc(C(F)(F)F)c4)c3C)ns2)cc1
→ -22%	nt	3%	nt	nt	4.7%	17%	4%	nt
- CCN(C(=O)c1cc(S(=O)(=O)N2CCc3ccccc32)cn1C)c1cccc(C)c1
→ -23%	nt	?	nt	nt	-0.6%	?	?	nt
- CCOC(=O)C1=C(C)Nc2ncnn2C1c1cccnc1 (centres undefined)
→ 2%	i	0%	-5%	-8%	0.2%	-3%	11%	2%
- COc1ccc2cc(CN(CC3CCCO3)C(=O)Nc3ccccc3)c(=O)[nH]c2c1 (centres undefined)
→ -2%	i	4%	-10%	1%	-0.5%	-5%	-3%	-4%
- O=C(O)CN1C(=O)C(=O)N(Cc2ccc(Cl)c(Cl)c2)C1=O
→ 6%	i	17%	9%	8%	0.2%	5%	-1%	3%
- COCC(=O)Nc1ccc2c(c1)OCC(=O)N2Cc1ccccc1F
→ -8%	i	-2%	5%	-2%	-0.2%	?	-2%	4%
- CC1(C)C=C(c2ccc(C(=O)O)s2)CC(C)(C)N1
→ 24%	?	-3%	18%	0%	-0.8%	0%	-1%	-2%
- C=CCn1c(SCC(=O)N2CC(=O)Nc3ccccc32)nc2scc(-c3cccs3)c2c1=O
→ -15%	?	-11%	-5%	-29%	2.5%	?	-17%	12%
- O=C(CSCc1ccc(Cl)cc1Cl)Nc1ccc(O)cc1C(=O)O
→ 3%	i	18%	-15%	nt	-0.3%	-10%	-4%	-7%
- CC1(C)CC(=O)N(c2ccc(C#N)cc2)C(=O)C1
→ -3%	i	2%	3%	-18%	-0.1%	-3%	0%	-4%
- Cc1cccc(CN(CC(=O)N/N=C/c2ccco2)S(=O)(=O)c2ccc(Cl)cc2)c1
→ 1%	i	?	-21%	-6%	4.4%	-1%	-4%	1%
- Cc1cccc(Nc2ncnc3ccc(Br)cc23)c1
→ -7%	i	1%	-6%	-24%	-0.1%	?	1%	-3%
- O=C(Cn1cc([N+](=O)[O-])cn1)N1CCc2ccccc2C1
→ -4%	i	1%	9%	nt	0.0%	7%	9%	3%
- CSc1sc(-c2ccnc(=S)[nH]2)c(-c2ccccc2)c1C#N
→ 30%	i	0%	-4%	-5%	1.9%	?	12%	?
- COCCN1C(=O)c2cc(C(=O)Nc3cccc(F)c3)ccc2C1Nc1cccc(F)c1 (centres undefined)
→ -39%	i	-26%	0%	-12%	-0.8%	-3%	-7%	22%
- COCc1cc(C)nc2sc3c(=O)n(-c4cc(C)ccc4C)nnc3c12
→ 7%	nt	6%	nt	nt	0.1%	-2%	-1%	nt
- COc1cccc(S(=O)(=O)N(C)C[C@H]2Oc3ncc(Br)cc3C(=O)N([C@@H](C)CO)C[C@@H]2C)c1
→ -4%	?	-4%	2%	-7%	-0.4%	nt	nt	nt
- O=C1/C(=C/c2cccs2)SC(=S)N1CC(=O)N1CCCCC1CCO (centres undefined)
→ -22%	?	?	-14%	nt	18%	?	1%	-5%
- CNc1cncc(-c2cccc(O)c2)n1
→ -9%	i	5%	1%	29%	2.6%	nt	nt	nt
- Cc1cccc(Nc2nc(N)nc(CCl)n2)c1C
→ -54%	?	14µM*	2%	1µM*	19%	10µM*	?	?
- O=C(CN1CCN(Cc2ccc3c(c2)OCO3)CC1)Nc1cc(S(=O)(=O)N2CCCC2)ccc1Cl
→ 1%	i	?	5%	-29%	-0.6%	?	-14%	?
- COc1ccc(CCNC(=O)c2sc3cc(C)ccc3c2Cl)cc1
→ 6%	i	0%	-5%	-20%	1.0%	3%	3%	?
- Cc1cc(-c2nc3c4c5c(sc4[nH]c(=O)n3n2)CCC5)c(C)o1
→ 2%	i	-16%	13%	7%	23%	28%	-7%	2%
- Cc1ccc([N+](=O)[O-])cc1NC(=S)NC(=O)CC(C)(C)C
→ 4%	i	-29%	-2%	-8%	6.0%	10%	3%	-4%
- C/C(=N\NC(N)=O)c1cccc(Cl)c1
→ 1%	i	1%	-14%	-9%	0.6%	-10%	-9%	3%
- O=S(=O)(c1cc(Cl)ccc1Cl)N1CCN2CCCC2C1 (centres undefined)
→ -12%	i	12%	2%	-1%	2.8%	-9%	0%	-2%
- O=c1[nH]c2ccccc2nc1NCCN1CCOCC1
→ -5%	i	-1%	2%	-8%	-0.1%	nt	0%	0%
- Cc1ccc(C)c(NS(=O)(=O)c2ccc3c(c2)Cc2cc(S(=O)(=O)Nc4cc(C)ccc4C)ccc2-3)c1
→ -33%	i	-13%	-12%	-32%	12%	13µM*	-30%	?
- Cc1nn(C)c(C(=O)NNC(=S)Nc2ccc(F)cc2)c1[N+](=O)[O-]
→ 2%	i	1%	-4%	-3%	6.1%	9%	2%	-1%
- CCN(CC)S(=O)(=O)c1ccc(-c2nnc(SCc3nnc(-c4ccc(C)cc4)o3)o2)cc1
→ -8%	i	12%	10%	-18%	0.2%	-14%	-4%	0%
- CCOC(=O)C1=C(C)NC(=O)NC1c1cccc(OC)c1OCc1ccccc1Cl (centres undefined)
→ 1%	i	14%	-7%	-17%	0.3%	-11%	-10%	?

Fetched by compound from above (four):
Order of values: HepG2 viability	S2 tox	TGFb SMAD3 inh	EPAC2 antagonist	ATXN2 expr inh	Nrf2 ARE act	Nrf2 inh	A549 viability	MCF10A rereplic
- O=C1/C(=C/c2cccs2)SC(=S)N1CC(=O)N1CCCCC1CCO (centres undefined)
→ -22%	?	?	-14%	nt	18%	?	1%	-5%
- COCc1cc(C)nc2sc3c(=O)n(-c4cc(C)ccc4C)nnc3c12
→ 7%	nt	6%	nt	nt	0.1%	-2%	-1%	nt
- CSc1sc(-c2ccnc(=S)[nH]2)c(-c2ccccc2)c1C#N
→ 30%	i	0%	-4%	-5%	1.9%	?	12%	?
- O=c1[nH]c2ccccc2nc1NCCN1CCOCC1
→ -5%	i	-1%	2%	-8%	-0.1%	nt	0%	0%

Marked active in TGFb SMAD3 inh (from the list above):
SMILES,TGFb SMAD3 inh,EPAC2 antagonist
Cc1cccc(Nc2nc(N)nc(CCl)n2)c1C,14µM*,2%

Compounds above that contain a tert-butyl group, in the order listed:
Order of values: HepG2 viability	S2 tox	TGFb SMAD3 inh	EPAC2 antagonist	ATXN2 expr inh	Nrf2 ARE act	Nrf2 inh	A549 viability	MCF10A rereplic
- COc1ccc([C@@H]2[C@@H]3C(=O)N(C(C)(C)C)C(=O)[C@@H]3[C@]3(CC(C)C)C(=O)N(c4ccccc4)C(=O)N23)cc1
→ 11%	i	16%	-6%	27%	3.2%	17%	-4%	-3%
- Cc1ccc([N+](=O)[O-])cc1NC(=S)NC(=O)CC(C)(C)C
→ 4%	i	-29%	-2%	-8%	6.0%	10%	3%	-4%

Not all compounds are listed, so the mix of outcomes need not match the whole.
